NOD1 NF-kB reporter – NOD1 signaling inhibitors, primary screen, cell-based, luminescence, uHTS (AID 1578); one-dose inhibition, % at 4 µM; EC50 in µM for titrated hits; 290,000 tested, 1% active; NOD1-driven NF-kB luciferase reporter cells, luminescence; higher % means a stronger effect; in the data active = inhibition mostly above about 36%, no sharp cut-off; inactive = mostly below about 34%;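 also: HEK-293T reporter cells stimulated with the NOD1 agonist gamma-tri-DAP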
AID2073 – inhibitors of Mint1-CaV2.2 protein interaction, biochemical, HTRF (AID 2073); HTRF protein-protein interaction, Mint1-CaV2.2; higher % means a stronger effect; inhibition, % at 20 µM, or IC50 in µM where a hit was titrated; 290,000 tested, 0.19% active; in the data active = inhibition mostly above about 51%, no sharp cut-off; inconclusive = no clear call, values can overlap the other calls; inactive = mostly below about 53%; also: some results filed as inactive read as strong as hits
HEK293 NOD2/NF-kB – NOD2 signaling inhibitors, cell-based, luminescence, uHTS, HEK293 (AID 1566); HEK293 NOD2/NF-kB luciferase reporter, luminescence; higher % means a stronger effect; one-dose inhibition, % at 4 µM; EC50 in µM for titrated hits; 290,000 tested, 0.63% active; also: many of its hits are not listed in these tables
P. falciparum M17LAP – P. falciparum M17LAP inhibitors, primary screen, biochemical, fluorogenic H-Leu-NHMec substrate, 1536-well (AID 1619); recombinant M17LAP, H-Leu-NHMec fluorogenic kinetic assay; higher % means a stronger effect; one-dose inhibition, % at 30 µM; IC50 in µM for titrated hits; 220,000 tested, 0.38% active;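 active = compound inhibiting the enzyme by more than half at any dose during confirmatory dose-response retesting; inconclusive = strong single-dose inhibitors picked by rank but not retested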;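 also: plate controls were full reaction with DMSO carrier for no effect and no enzyme background for full effect; strong numbers were not always called active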
KOR beta-arrestin-1 – kappa opioid receptor blockers – cell-based, luminescence, uHTS (AID 1778); KOR beta-arrestin recruitment, luminescence, antagonist mode; higher % means a stronger effect; one-dose inhibition, % at 10 µM; IC50 in µM for titrated hits; 290,000 tested, 0.091% active; also: strong numbers were not always called active
Dynein cargo inh – dynein cargo transport inhibition; 3617.4 mouse cells, GR-EGFP nuclear translocation imaging; test concentration mostly 20 µM; stimulated with dexamethasone, 1 µM; active compounds read low; z-score, hits read low; 220,000 tested, 0.47% active;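 active = plate z-score of nuclear minus cytoplasmic receptor signal below a set negative limit, without overly bright fluorescence or cell loss, cut at about -3.5 in these data, passing the limit was not always enough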;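 also: z-score of nuclear minus cytoplasmic ring GR-EGFP intensity difference per well; some compounds called inactive have numbers as strong as hits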
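medium = tetracycline-free induction medium containing charcoal-stripped FBS | probe or stimulus = dexamethasone, 1.0 µM final | timing = 48 h induction, then 1 h compound, then 30 min agonist, 37 °C | detection = automated 10x imaging of fixed Hoechst-stained cells | read-out basis = nuclear versus cytoplasmic GR-EGFP signal, averaged per well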
GPR55 beta-arrestin – GPR55 agonists via beta-arrestin recruitment, primary screen, imaging, U2OS cells, beta-arrestin-GFP redistribution (AID 1961); 290,000 tested, 0.048% active; U2OS GPR55 beta-arrestin-GFP redistribution imaging; higher % means a stronger effect; activation, % at 10 µM; hits with a dose series show EC50 in µM;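 active = activation above 40% with more than 50 cells counted in the well; inconclusive = wells holding fewer than 50 cells, flagged as toxic or sparse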;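 also: U2OS osteosarcoma cells stably expressing GPR55 and beta-arrestin-GFP; plate controls were DMSO negative control for no effect and LPI positive control for full effect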
KOR beta-arrestin-2 – KOR agonists, beta-arrestin recruitment, primary screen, cell-based, luminescence, uHTS (AID 1777); KOR beta-arrestin recruitment, luminescence; higher % means a stronger effect; one-dose activation, % at 10 µM; EC50 in µM for titrated hits; 280,000 tested, 0.02% active; in the data active = activation above about 50%, passing the limit was not always enough; also: a part of the inactive calls stands beside numbers as strong as those of hits
P. falciparum M1AAP – malaria alanyl aminopeptidase activity blockers – biochemical, fluorogenic H-Leu-NHMec substrate, 1536-well (AID 1445) | 220,000 tested, 0.42% active | one-dose inhibition, % at 30 µM; IC50 in µM for titrated hits | recombinant M1AAP, H-Leu-NHMec fluorogenic kinetic assay; higher % means a stronger effect;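 active = primary inhibition above the hit cutoff, then over 50% inhibition at one or more dose response concentrations, cut at about 23% in these data, passing the limit was not always enough; inconclusive = conflicting primary data, or primary hits not chosen for dose response; inactive = low primary inhibition, or under 50% at every dose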;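 also: plate controls were DMSO full reaction for no effect and no enzyme background for full effect; strong numbers were not always called active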
Dynein cargo inh cytoplasmic EGFP – further read-out of Dynein cargo inh, marked with its call; z-score; measured here: cytoplasmic GR-EGFP intensity; active compounds read high
Dynein cargo inh nuclear GR-EGFP – recorded beside Dynein cargo inh, whose call it bears; z-score; measured here: nuclear GR-EGFP intensity;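 lower value marks the stronger effect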
Dynein cargo inh cell count – further read-out of Dynein cargo inh, marked with its call; z-score; measured here: cell count per field
Active calls of the source: *; ? = inconclusive; / = not tested or not shown; [ ] = another dose, or the depositor's remark. Rule as the data show it, unless noted: active = inhibition above about 50%; inactive = the rest. Not all compounds are listed. The share of hits here may be higher or lower than overall.

Under each structure: P. falciparum M1AAP, Dynein cargo inh, P. falciparum M17LAP, KOR beta-arrestin-1, GPR55 beta-arrestin, AID2073, KOR beta-arrestin-2, Dynein cargo inh cell count, HEK293 NOD2/NF-kB, Dynein cargo inh cytoplasmic EGFP, Dynein cargo inh nuclear GR-EGFP, NOD1 NF-kB reporter
> CSc1ccccc1OCc1cc(C(=O)NCc2csc(C(C)C)n2)no1
→ /, /, /, -4%, -0.2%, ?, 2.9%, /, 22%, /, /, -27%
> Cc1ccc(Cl)cc1N1CCN(C(=O)C2CCN(S(C)(=O)=O)CC2)CC1
→ 1%, -0.64, 0%, 14%, 0.6%, -9%, -0.7%, 0.42, 19%, -0.026, -0.00076, -23%
> CC(C)CC(NC(=O)c1ccc(Cl)cc1)C(=O)OCC(=O)c1ccc2c(c1)NC(=O)CO2 (stereo not drawn)
→ 9%, -0.32, -9%, -9%, 0.3%, 10%, -1.9%, -0.22, 0%, 1.4, 0.73, -78%
> O=C(CCCOc1ccccc1)Nc1ccc(S(=O)(=O)Nc2ccccn2)cc1
→ 2%, -0.18, 9%, -32%, 0.3%, 30%, 1.1%, -0.0029, 5%, -0.22, -0.63, -11%
> Oc1ccc(/C=C/c2nc(-c3ccccc3O)n(-c3ccccc3)n2)cc1
→ 4%, 0.061, -2%, -41%, -2.0%, 12%, 1.6%, -0.017, 35%, -0.21, -0.11, 34%
> CCn1c(CCNC(=O)c2cccs2)nnc1SCC(=O)NC1CCCCC1
→ 5%, 2.5, 8%, 17%, -0.2%, -1%, -2.5%, -0.54, 14%, -0.12, 0.24, -6%
> COc1ccc(-c2nc(-c3cccnc3)no2)cc1
→ 1%, -0.6, 6%, -6%, -0.1%, -12%, 0.9%, -0.39, -127%, -0.23, 0.32, -13%
> COc1ccc(-c2cc(C(F)(F)F)nc(SCC(=O)N3CCOCC3)n2)cc1OC
→ 7%, -0.83, 26%, -35%, -0.1%, 13%, -4.0%, -0.022, 8%, -0.24, -0.59, -1%
> O=C(NCc1ccccc1)N1CCC(CO)(CCc2ccccc2)CC1
→ 2%, 1.8, -2%, 14%, -0.1%, 5%, -7.8%, -0.77, 0%, -0.3, 0.67, -8%
> CCc1ccc(-c2cc(C)no2)cc1S(=O)(=O)Nc1ccccn1
→ /, /, /, -35%, 0.0%, 7%, 6.1%, /, 2%, /, /, -35%
> Cc1ccc(S(=O)(=O)N(CC(O)CN2CCOCC2)c2cccc([N+](=O)[O-])c2)cc1 (stereo not drawn)
→ /, /, /, -9%, -0.2%, 33%, 4.6%, /, 1%, /, /, -6%
> Cc1cc(NC(=O)Nc2ccc(Cl)c(Cl)c2)n(-c2ccccc2)n1
→ 3%, 0.89, -1%, 45%, -0.2%, 14%, 1.0%, 0.14, -33%, -0.09, 0.42, -12%
> O=C(NCc1cccnc1)c1ccc(COc2ccccc2Br)cc1
→ 4%, 0.92, 0%, -48%, -0.1%, 8%, -5.9%, -0.87, 17%, -0.24, 1.3, -25%
> CCC[C@H](CN[C@@H](CNC)[C@H](C)O)NCCc1ccc(OC)cc1
→ /, /, /, 5%[20 µM], 0.6%, 1%, -4.6%, /, 0%, /, /, -13%
> CC(C)N(CC(N)=O)C(=O)c1sc2cc(F)ccc2c1Cl
→ 0%, 0.26, 3%, 5%, -0.1%, -3%, -4.8%, -0.21, 14%, -0.18, 0.02, -6%

The final three records of the part before lead into the next.
Under each structure: P. falciparum M1AAP, Dynein cargo inh, P. falciparum M17LAP, KOR beta-arrestin-1, GPR55 beta-arrestin, AID2073, KOR beta-arrestin-2, Dynein cargo inh cell count, HEK293 NOD2/NF-kB, Dynein cargo inh cytoplasmic EGFP, Dynein cargo inh nuclear GR-EGFP, NOD1 NF-kB reporter
> O=C(NCc1cccnc1)c1ccc(COc2ccccc2Br)cc1
→ 4%, 0.92, 0%, -48%, -0.1%, 8%, -5.9%, -0.87, 17%, -0.24, 1.3, -25%
> CCC[C@H](CN[C@@H](CNC)[C@H](C)O)NCCc1ccc(OC)cc1
→ /, /, /, 5%[20 µM], 0.6%, 1%, -4.6%, /, 0%, /, /, -13%
> CC(C)N(CC(N)=O)C(=O)c1sc2cc(F)ccc2c1Cl
→ 0%, 0.26, 3%, 5%, -0.1%, -3%, -4.8%, -0.21, 14%, -0.18, 0.02, -6%
> COc1ccc(CCCNC(=O)CC#N)cc1OC
→ -1%, 0.15, -1%, -2%, -0.2%, 7%, 6.8%, -1.6, -9%, -0.22, 0.11, -5%
> CCN(CC)C1CC(=O)N(c2cccc(C)c2)C1=O (stereo not drawn)
→ 0%, -0.17, -1%, -30%, -0.1%, 7%, -0.1%, 0.42, 15%, -0.2, 0.15, -4%
> O=C(Nn1c(O)c(C=C2N=c3ccccc3=N2)sc1=S)c1cccc(Cl)c1
→ 6%, -1.4, 2%, -11%, -0.1%, 11%, 3.7%, 0.61, 3%, -0.15, -0.74, -31%
> CCOc1ccccc1C(=O)NCC(=O)OCC(=O)c1ccc2c(c1)OCCO2
→ 2%, -0.79, -2%, -11%, 0.5%, 0%, 1.7%, 0.24, 1%, -0.2, -0.16, -24%
> N#CC(C(=O)C12CC3CC(CC(C3)C1)C2)c1nc2ccccc2[nH]1 (stereo not drawn)
→ -4%, -0.51, -1%, 9%, 0.0%, 1%, -3.5%, 0.38, 9%, -0.16, -0.23, -26%
> CC(=O)N1CCC(C(=O)NC2CC(C)(C)Cc3c2cnn3-c2ccc(F)cc2)CC1 (stereo not drawn)
→ /, /, /, 4%, -0.1%, 2%, -2.2%, /, -1%, /, /, -30%
> O=C(COc1ccc([N+](=O)[O-])cc1)N(Cc1cccs1)C1CCS(=O)(=O)C1 (stereo not drawn)
→ /, /, /, -26%, 0.3%, 4%, -2.8%, /, 0%, /, /, -7%
> CC1(C)CC(CNCCC(c2ccc(F)cc2)c2ccco2)CCO1 (stereo not drawn)
→ 7%, 0.26, -2%, 10%, 0.3%, 3%, 3.5%, -1, -12%, -0.7, -0.18, 21%
> CC(C)(C)C(=O)Nc1cc2c3c(c1)CCN3C(=O)CC2
→ /, /, /, -20%, -0.1%, 18%, -5.0%, /, 8%, /, /, -16%
> C=CCOc1c(CNC2CCCC2)cc(Cl)cc1OC
→ 3%, -0.15, -5%, 1%, -0.3%, 0%, -5.2%, 0.35, 18%, -0.22, 0.13, -19%
> O=C(O)c1cc(S(=O)(=O)O)cc(Nc2c3ccccc3nc3ccccc23)c1O
→ /, /, /, 42%, -0.2%, -1%, 13%, /, -38%, /, /, 31%*
> COc1ccc2nc(COC(=O)c3cccc([N+](=O)[O-])c3)c(C(C)=O)[n+]([O-])c2c1
→ 0%, -0.52, -3%, 17%, 0.2%, 12%, 2.4%, 0.71, 13%, 0.68, -0.18, 2%
> COc1cc(OC)cc(-c2nc(N)n[nH]2)c1
→ -2%, -0.14, 2%, -20%, -0.2%, -5%, -1.1%, 0.39, -1%, -0.2, -0.12, 4%
> Cc1cccc(-n2ncc(C#N)c2N)c1
→ 7%, 0.75, -9%, 0%, -0.1%, -4%, 0.5%, 0.42, -9%, -0.17, 0.55, -11%
> O=C(CS(=O)(=O)c1ccccc1)NC1CCCCC1
→ 0%, 2.3, -3%, -28%[20 µM], -0.1%, 14%, -4.0%, -2.1, -5%, 0.11, 1.7, 2%

(list continues)
Under each structure: P. falciparum M1AAP, Dynein cargo inh, P. falciparum M17LAP, KOR beta-arrestin-1, GPR55 beta-arrestin, AID2073, KOR beta-arrestin-2, Dynein cargo inh cell count, HEK293 NOD2/NF-kB, Dynein cargo inh cytoplasmic EGFP, Dynein cargo inh nuclear GR-EGFP, NOD1 NF-kB reporter
> COc1ccc(CNC(=O)CN2C(=O)CC(c3ccccc3)=Nc3ccccc32)cc1
→ 2%, -0.56, 3%, 6%, -0.1%, -7%, 1.5%, 0.79, 7%, -0.26, -0.062, -41%
> O=C(CN(CC1CCCO1)C(=O)CNS(=O)(=O)c1ccc(Cl)cc1)NCc1ccc(F)cc1 (stereo not drawn)
→ /, /, /, -18%, -0.2%, 3%, 2.7%, /, 8%, /, /, -36%
> O=C(Nc1ccc(S(=O)(=O)N2CCOCC2)cc1)c1ccccc1F
→ /, /, /, -32%[20 µM], -0.1%, -11%, 2.2%, /, 10%, /, /, -14%
> COc1ccc(/C(C)=N/NC(=O)c2ccccc2N)cc1
→ 4%, -0.7, 7%, -5%, 0.1%, 1%, -5.9%, 1, -28%, -0.35, -0.12, -34%
> CCc1ccc(OCC(=O)N2CCN(c3ccccn3)CC2)c(Br)c1
→ /, /, /, 4%, -0.1%, 5%, 1.5%, /, -5%, /, /, -16%
> CSc1cccc(CN2CCN(CCc3ccccc3)C(CCO)C2)c1 (stereo not drawn)
→ 3%, 0.34, -1%, -10%, -0.2%, -2%, -3.4%, -0.23, 6%, -0.34, -0.021, -14%
> Cc1ccc(OCC(=O)N/N=C\c2cn(C)c3ccccc23)c([N+](=O)[O-])c1
→ 16%, -0.12, 19%, 4%, -0.1%, 1%, -0.7%, 0.43, -2%, -0.15, 0.48, -36%
> O=C(Nc1ccc([N+](=O)[O-])cc1)c1ccc(Cn2cc([N+](=O)[O-])cn2)cc1
→ 3%, -0.19, -3%, -45%[20 µM], -0.1%, -10%, -3.3%, 0.06, -244%, -0.34, -0.13, 30%
> COc1cc(/C=C/c2cccc[n+]2C)ccc1OCC(=O)Nc1ccccc1
→ /, /, /, 14%, -0.2%, 5%, 43%, /, 8%, /, /, 20%
> O=C(CSc1nncs1)NCc1ccc2c(c1)OCO2
→ /, -0.83, /, 20%, -0.6%, -2%, 2.2%, 0.92, 0%, -0.45, -0.65, -20%
> COc1ccc(NC(=O)CCN2CCN(S(=O)(=O)c3cc(Cl)ccc3Cl)CC2)cc1
→ 16%, -1.5, -4%, 4%, -0.2%, 6%, 1.9%, 2.1, -12%, -0.41, -0.82, -21%

Assay outcomes from PubChem BioAssay.
